Bioassay records as filed in PubChem.
OTUD3 inh – human OTUD3 deubiquitinase inhibition; Q5T2D3; purified OTUD3, Ub-rhodamine fluorescence, 2 h; inhibition, % at 25 µM; hit rate 0.7% among 47,000
USP7 inh – blocks human USP7 ubiquitin-rhodamine cleavage | Q93009 | purified USP7, Ub-rhodamine cleavage fluorescence | inhibition, % at 20 µM | hit rate 0.3% among 47,000
UCHL1 block – inhibitors of human UCHL1 deubiquitinase | P09936 | purified UCHL1, Ub-rhodamine cleavage fluorescence | inhibition, % at 20 µM | hit rate 0.2% among 47,000
Target sequence (P09936 whole entry, looked up): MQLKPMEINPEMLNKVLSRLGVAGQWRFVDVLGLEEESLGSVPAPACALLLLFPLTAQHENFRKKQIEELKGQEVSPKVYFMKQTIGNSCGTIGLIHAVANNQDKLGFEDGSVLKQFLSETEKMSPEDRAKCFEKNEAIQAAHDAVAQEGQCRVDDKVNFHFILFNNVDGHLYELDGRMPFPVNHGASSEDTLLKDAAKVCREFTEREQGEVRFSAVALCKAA
USP28 inh – blocks human USP28 ubiquitin-rhodamine cleavage. Q96RU2. purified USP28, Ub-rhodamine cleavage fluorescence, 30 min. inhibition, % at 25 µM. hit rate 3% among 47,000. AID 1645857
USP8 block – human USP8 deubiquitinase inhibition | P40818 | purified USP8, Ub-rhodamine cleavage fluorescence, 30 min | inhibition, % at 20 µM | hit rate 4.2% among 47,000
USP30 inh – blocks human USP30 ubiquitin-rhodamine cleavage; Q70CQ3; AID 1645860; hit rate 5.3% among 47,000; purified USP30, Ub-rhodamine cleavage fluorescence; inhibition, % at 25 µM
USP17 inh – human USP17-like deubiquitinase inhibition. purified USP17, Ub-rhodamine cleavage fluorescence, 3 h. A8MUK1. inhibition, % at 50 µM. hit rate 6.5% among 47,000
USP10 inh – human USP10 deubiquitinase inhibition | Q14694 | purified USP10, Ub-rhodamine fluorescence, 60 min | inhibition, % at 20 µM | hit rate 1.1% among 47,000 | AID 1645856
Target sequence (Q14694 whole entry, looked up): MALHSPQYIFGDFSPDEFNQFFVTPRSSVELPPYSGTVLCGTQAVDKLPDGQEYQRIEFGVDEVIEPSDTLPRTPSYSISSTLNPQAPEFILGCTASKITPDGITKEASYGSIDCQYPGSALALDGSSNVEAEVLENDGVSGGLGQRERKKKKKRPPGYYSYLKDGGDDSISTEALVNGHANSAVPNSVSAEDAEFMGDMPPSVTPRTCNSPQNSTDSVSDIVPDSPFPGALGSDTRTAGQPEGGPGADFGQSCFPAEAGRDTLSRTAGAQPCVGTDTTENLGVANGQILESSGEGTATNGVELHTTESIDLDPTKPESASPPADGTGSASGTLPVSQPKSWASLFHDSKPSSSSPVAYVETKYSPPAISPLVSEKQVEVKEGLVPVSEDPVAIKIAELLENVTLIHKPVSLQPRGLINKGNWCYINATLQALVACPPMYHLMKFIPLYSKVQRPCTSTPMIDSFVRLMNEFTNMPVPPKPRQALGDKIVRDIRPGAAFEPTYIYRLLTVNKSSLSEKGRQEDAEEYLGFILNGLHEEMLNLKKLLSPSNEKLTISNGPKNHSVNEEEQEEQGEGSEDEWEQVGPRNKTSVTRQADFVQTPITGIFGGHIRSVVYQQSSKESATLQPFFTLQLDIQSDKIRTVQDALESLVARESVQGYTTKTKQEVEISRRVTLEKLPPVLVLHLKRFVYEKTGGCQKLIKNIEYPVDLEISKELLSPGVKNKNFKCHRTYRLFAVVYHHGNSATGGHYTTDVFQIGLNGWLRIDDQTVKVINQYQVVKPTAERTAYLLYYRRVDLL
Starred values were filed as active, the others as inactive; i = inactive; x = no result given. No stated cut-off is given here; in the data, active means inhibition above about 30%; inactive means the rest.

Sample of the layout:
SMILES	OTUD3 inh	USP7 inh	UCHL1 block	USP28 inh	USP8 block	USP30 inh	USP17 inh	USP10 inh
c1ccc(Cc2nnc(N3CCOCC3)c3ccccc23)cc1	14	0	4	34*	11	26	13	1
COc1ccc2c(c1)CCc1c-2n[nH]c1C(=O)NC1CCN(Cc2ccccc2)CC1	-7	11	7	12	-21	-19	-2	-9
CCCCOc1ccccc1C(=O)Oc1ccc(-n2cnnn2)cc1	8	-32	3	29	19	17	11	7
Clc1ccccc1CSc1nnc([C@@H]2CCCN2)o1	-2	-4	-1	0	-48	3	x	-3
CN(C(=O)CN1CCC(c2nnc(C(F)(F)F)o2)CC1)c1ccccc1	-4	1	-1	-5	-7	-11	-5	-2
CC(C)N1CCc2c(C#N)c(NCCc3ccccc3)n3cnnc3c2C1	-16	-14	-4	-29	-14	-148	-48	-5
Fc1ccc(-n2cc(-c3ccccc3)c3c(NCc4ccccc4)ncnc32)cc1	4	4	1	-12	-1	7	3	6
COC(=O)C1CCN(CC(=O)Nc2cc(C)ccc2OC)CC1	1	4	1	x	-2	x	2	0
CS(=O)(=O)N1Cc2ccccc2CC1C(=O)Nc1ncc(Cc2ccccc2)s1 (centres undefined)	10	10	9	15	-70	-111	0	3
CN1CCN(c2ncc3c(=O)n(Cc4cccnc4)ccc3n2)CC1	0	0	-2	-7	1	-1	0	0
CS(=O)(=O)N1CCN(CCc2ccccc2)CC(C(N)=O)C1 (centres undefined)	-2	0	0	x	0	x	-5	-2
CC(c1ccccc1)N1CN(C2CCN(C(=O)CC(C)(C)C)CC2)CC1=O (centres undefined)	-9	0	-1	-3	-21	-2	-11	0
Cc1ccccc1NC(=O)c1oc2ccc3c(c2c1C)C(=O)CC1(CCCC1)O3	-58	-1	-6	-39	3	-127	-8	-6
COc1cnc(-c2ccccn2)nc1Sc1ccccc1Cl	26	-68	1	5	-326	87*	39*	3

The whole of this part (from the top)
SMILES	OTUD3 inh	USP7 inh	UCHL1 block	USP28 inh	USP8 block	USP30 inh	USP17 inh	USP10 inh
c1ccc(Cc2nnc(N3CCOCC3)c3ccccc23)cc1	14	0	4	34*	11	26	13	1
COc1ccc2c(c1)CCc1c-2n[nH]c1C(=O)NC1CCN(Cc2ccccc2)CC1	-7	11	7	12	-21	-19	-2	-9
CCCCOc1ccccc1C(=O)Oc1ccc(-n2cnnn2)cc1	8	-32	3	29	19	17	11	7
Clc1ccccc1CSc1nnc([C@@H]2CCCN2)o1	-2	-4	-1	0	-48	3	x	-3
CN(C(=O)CN1CCC(c2nnc(C(F)(F)F)o2)CC1)c1ccccc1	-4	1	-1	-5	-7	-11	-5	-2
CC(C)N1CCc2c(C#N)c(NCCc3ccccc3)n3cnnc3c2C1	-16	-14	-4	-29	-14	-148	-48	-5
Fc1ccc(-n2cc(-c3ccccc3)c3c(NCc4ccccc4)ncnc32)cc1	4	4	1	-12	-1	7	3	6
COC(=O)C1CCN(CC(=O)Nc2cc(C)ccc2OC)CC1	1	4	1	x	-2	x	2	0
CS(=O)(=O)N1Cc2ccccc2CC1C(=O)Nc1ncc(Cc2ccccc2)s1 (centres undefined)	10	10	9	15	-70	-111	0	3
CN1CCN(c2ncc3c(=O)n(Cc4cccnc4)ccc3n2)CC1	0	0	-2	-7	1	-1	0	0
CS(=O)(=O)N1CCN(CCc2ccccc2)CC(C(N)=O)C1 (centres undefined)	-2	0	0	x	0	x	-5	-2
CC(c1ccccc1)N1CN(C2CCN(C(=O)CC(C)(C)C)CC2)CC1=O (centres undefined)	-9	0	-1	-3	-21	-2	-11	0
Cc1ccccc1NC(=O)c1oc2ccc3c(c2c1C)C(=O)CC1(CCCC1)O3	-58	-1	-6	-39	3	-127	-8	-6
COc1cnc(-c2ccccn2)nc1Sc1ccccc1Cl	26	-68	1	5	-326	87*	39*	3
O=C(CN1CCC2(CC1)Nc1cc(Cl)ccc1C1=NCCN12)Nc1ccccn1	-29	-13	-13	-30	4	-97	23	-5
COc1cccc(NC(=O)Cn2c(=O)n(-c3ccccc3)c3ncccc32)c1	2	0	0	-5	10	-4	-2	-5
CC(C)c1ccc(C(=O)Nc2ncc(C(N)=O)s2)cc1	-8	-20	-20	-4	-25	-17	-28	-7
O=C(c1cccc(F)c1)N1CCCC(c2[nH]nc3nccnc23)C1 (centres undefined)	16	2	0	9	4	16	10	-1
O=C(Cn1c(CSc2ccccc2)nc2ccccc21)Nc1ccccc1F	10	9	2	65*	51*	16	-4	10
Cc1nc(C2CN(C(=O)c3c(C(C)C)noc3C)CCO2)cc(=O)[nH]1 (centres undefined)	13	3	1	6	13	18	11	-2
Cc1cc(CSc2ncccc2C(=O)Nc2ccnn2C(C)c2ccncc2)no1 (centres undefined)	-14	-16	-15	-14	-288	-55	-42	-3
NC(=O)C1(N2CCCCC2)CCN(C(=O)c2ccc3c(=O)n(CCc4ccccc4)c(=O)[nH]c3c2)CC1	14	-8	-2	5	-3	2	-16	-7
COC(=O)c1cc2oc3ccccc3c2n1CC(=O)Nc1ccc(Br)cc1F	-6	-6	-6	-20	-13	-123	-20	0
CC1CCN(C(=O)Cn2cc(S(=O)(=O)Cc3cccc(F)c3)c3ccccc32)CC1	3	-24	3	12	-1	16	-5	1
O=C(COC(=O)C(Cc1c[nH]c2ccccc12)NC(=O)c1ccc(F)cc1)Nc1c(Cl)cccc1Cl (centres undefined)	-2	-39	9	10	5	1	12	10

The list goes on:
SMILES	OTUD3 inh	USP7 inh	UCHL1 block	USP28 inh	USP8 block	USP30 inh	USP17 inh	USP10 inh
CCN1C(=O)c2c(C(=O)NC(C)C)ncn2CC1(C)C(=O)NCc1ccc(OC)cc1 (centres undefined)	3	1	-1	2	-1	0	-2	2
Cc1cccc(NC(=O)C2CC(=O)NC(N3CCN(c4ccccc4)CC3)=N2)c1 (centres undefined)	17	-3	2	13	34*	10	11	3
CC(=O)N[C@@]12CN(C)CC[C@@H]1[C@@H](c1ccccc1)N(CC(=O)Nc1cc(F)ccc1C)C2	0	0	0	-1	-6	-11	-12	-6
Cc1cc(=O)n(CC(=O)Nc2ccccc2F)c(Nc2ccc(F)cc2)n1	27	-2	3	39*	8	83*	44*	20
O=C(C1=Cc2ccccc2OC1)N1CCN(c2ccccc2)CC1	0	-13	0	-1	-6	-7	-2	0
COCCN1[C@H]2CCN(C(=O)c3cnc(C)cn3)CC[C@@H]2Oc2ccccc2S1(=O)=O	-4	1	-3	-3	-9	-4	-6	1
O=C(Cn1cc(C(F)(F)F)ccc1=O)N1CCc2ccccc21	-2	4	4	3	10	1	5	-1
Cc1cccc(NC(=O)C2CCN(S(C)(=O)=O)c3ccccc3O2)c1C (centres undefined)	-3	2	-2	-8	3	-4	-5	2
Cc1nn(-c2ccccc2)c2c1c(C)c(CCC(=O)Nc1ccccc1)c(=O)n2C	-8	4	1	-3	1	-13	3	3
O=C(NCc1c(F)cccc1F)c1nc(-c2cnccn2)no1	0	-4	-3	-1	-23	-7	-49	0
O=C(O)CC(NC(=O)CSc1ccccc1)c1ccc(Cl)cc1 (centres undefined)	-45	0	4	22	-20	26	13	0
CNC(=O)[C@H]1C[C@@H]2CN(C(=O)NCC3CCCCC3)C[C@H]1O2	3	-2	-3	1	-5	7	-2	-3
O=C(COC(=O)c1ccc2ccccc2n1)Nc1ccc(Br)cc1	-163	-55	-55	-172	-16	i	-168	-2
Cc1nc(C2CCN(S(C)(=O)=O)CC2)nc2c1CCC(=O)N2CC(C)C	1	-12	-3	-5	0	0	-7	0
COc1ccc(C2(C(F)(F)F)NC(=O)Nc3nc(N4CCCC4)sc32)cc1 (centres undefined)	-107	-15	-14	-140	-50	-386	-116	-6
Cc1nn(C)c(C)c1CC(=O)Nc1nnc(C2CCCCC2)s1	19	3	1	41*	0	26	11	2
CC(C)C(=O)Nc1c(-c2ccccc2Cl)c(=O)c2ccccc2n1C	0	5	0	2	3	19	0	4
O=C(CC(NCCc1ccccc1)C(=O)O)Nc1ccc(Cl)cc1 (centres undefined)	12	-2	0	5	2	11	7	1
Cc1ccc2c(c1)c(=O)cc(C(F)(F)F)n2C[C@H]1CCCN1C(=O)C(C)C	0	1	1	24	-4	2	0	-1
CCN1CCN(Cc2nnc(-c3ccc(C)cc3)o2)CC1	-2	2	-1	2	3	-3	0	-1
O=C(O)c1nn(Cc2cc(F)cc3c2OC(c2ccccc2)OC3)c(=O)c2ccccc12 (centres undefined)	-13	-23	-2	1	12	-26	-1	-7
CCC1c2ccsc2CCN1Cc1ccc2c(c1)n(C)c(=O)n2C (centres undefined)	5	2	2	8	13	-3	3	-2
O=C(c1ccc2c(c1)OCCCO2)N1C2CCC(O)(CC2)C1CN1CCOCC1 (centres undefined)	7	-3	3	11	22	16	19	4
CCc1nc2c(NC(=O)NCc3ccc(OC)cc3)cccn2n1	5	3	4	8	9	11	4	6
C=C1Nc2ccccc2C(=O)N1c1cccc(NC(=O)c2ccc(C)cc2)c1	-1	1	0	24	1	0	-4	0

Going on with the list.
SMILES	OTUD3 inh	USP7 inh	UCHL1 block	USP28 inh	USP8 block	USP30 inh	USP17 inh	USP10 inh
Cc1ccc(S(=O)(=O)Nc2c(O)c3ccccc3oc2=O)cc1C	7	5	3	0	19	18	3	1
O=C(NCCc1ccc(Cl)cc1)c1cc2ccccc2s1	7	9	4	12	14	28	13	3
CC(C)(C)Nc1c(C2CCN(C(=O)CCc3ccno3)CC2)nc2ccccn12	1	0	-2	5	2	9	7	-1
Cc1ccc(NC(=O)CCc2ccc(S(=O)(=O)N3CCOCC3)cc2)c(Cl)c1	-2	0	-1	1	-10	-6	2	0
O=C(C1CCN(S(=O)(=O)c2ccccc2F)CC1)N1CCc2ccccc2C1	10	3	2	7	1	11	3	1
COc1ccccc1CNC(=O)CCn1c(=O)c2ccccc2n(Cc2ccccc2C#N)c1=O	13	5	1	12	2	23	40*	4
Cc1ccc(CCNC(=O)c2cc(OCc3ccc(C)cc3)nc3ccccc23)cc1	12	3	-1	4	-10	0	10	3
COc1ccc(NC(=O)CN2C(=O)c3ccccc3Sc3ccc(C(=O)N4CCCC4)cc32)c(OC)c1	21	11	5	29	8	49*	55*	12
CCN(CC)S(=O)(=O)c1cc(C(=O)Nc2ccc(C)c(C)c2)ccc1Cl	-1	-29	5	-4	-81	-7	-18	8
CC1=C(O)C(=O)C(C2=C(O)C(=O)C(C)=C(O)C2=O)=C(O)C1=O	23	-132	5	-4	-1	-26	-55	-1
Cc1c(NC(=O)Cn2cnc3c(=O)n(C)c(=O)n(C)c32)cccc1-c1nc2ccccc2o1	-84	0	-2	-84	-2	-398	-53	-6
COc1ccc(CC(=O)OCC(=O)NC(c2ccccc2)c2ccccc2)cc1	9	-3	4	13	-3	30	5	8
CC(NC(=O)Cc1ccc(Cl)cc1)C(=O)Nc1nc2ccccc2[nH]1 (centres undefined)	-8	-4	0	-7	-18	-17	-15	1
CC1Cc2ccccc2N1C(=O)COC(=O)/C=C/c1cn(-c2ccccc2)nc1-c1cc2ccccc2oc1=O (centres undefined)	-25	-1	-5	-22	-1	-77	-31	-7
CCN1CCN(S(=O)(=O)c2cc(-c3nnc(C4CCCC4)o3)co2)CC1	-4	-4	-4	-7	-4	-21	-7	-4
CCOC(=O)c1cnc2c(-c3ccc(OC)c(OC)c3)c[nH]n2c1=O	-4	6	3	-5	3	1	1	11
Cn1c(O)c(C2c3cc(Cl)cc(Cl)c3Oc3c2c(=O)n(C)c(=O)n3C)c(=O)n(C)c1=O (centres undefined)	-17	-2	-7	-23	-285	-59	-57	-1
Cc1c(C)c2ccc(OCC(=O)NCc3ccncc3)cc2oc1=O	13	0	2	16	0	29	1	-2
Cc1cn[nH]c1CC1CCCN(C(=O)c2ccc(-n3cccn3)nc2)C1 (centres undefined)	3	9	2	10	5	18	-31	0
O=C(Nc1ccc(F)cc1Cl)c1cc(C2CC2)n2nccc2n1	-1	0	-3	-6	-6	-9	-10	-1
Cc1cc(-c2nnc(SCC(=O)N3CCCc4ccccc43)o2)no1	-21	4	3	-29	16	-92	41*	0
CCn1c(COc2ccccc2OC)nnc1SCc1ccccc1	2	-5	0	1	3	9	-9	1
COc1cc(NC(=O)C2CCCN(C(=O)c3ccc(Cl)cc3)C2)cc(OC)c1 (centres undefined)	3	-5	0	-1	3	6	8	-1
COc1ccc(CC(=O)N2C[C@H]3NC(=O)c4ccccc4C(=O)[C@@]3(C)C2)cc1	-2	-2	-1	-10	-4	-9	-7	2
COc1ccc(OC)c(NC2=NCC(=O)N2Cc2ccccc2)c1	5	-95	3	7	9	5	7	1
CC(=O)NCCC(=O)N1CCN(c2ccc(-c3nc4c(cnn4C(C)C)[nH]3)cc2)CC1	5	5	3	3	-3	4	-1	-3
COc1cccc(CNC(=O)c2cccc(Nc3nc4ccccc4n4nnnc34)c2)c1	-110	-32	-31	-156	-126	-479	-97	-5
O=C(C1CCOCC1)N1Cc2cc(Cl)ccc2OC2(CCOCC2)C1	-2	1	-1	-10	0	-12	0	-2
CCOc1ccc(N(CC(=O)NCc2ccccn2)S(=O)(=O)c2ccc(SC)cc2)cc1	0	12	11	6	-3	0	-4	-3
CCCc1nc2cccnc2n1C1CCN(C(=O)c2ccc(OC)cc2)C1 (centres undefined)	15	4	2	4	3	27	11	0
